Bioassay records from PubChem.
Pol eta inh: blocks human DNA polymerase eta activity | Q9Y253 | recombinant Pol eta, fluorescent DNA replication assay | Potency, µM (top dose mostly 114 µM), inactives show top-dose activity change, negative = inhibition, most hits filed as inhibitors | 390,000 compounds, 1.2% hits | AID 588591; also: % is scaled to controls: 0 for no effect and ±100 for the full control effect
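Fluorescent replication assay: 50 nM final substrate added after a 15 min room-temperature compound preincubation with 10 nM enzyme. Signal taken at 0 min and again at 10 min.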
JMJD2A Tudor inh: inhibitors of human JMJD2A Tudor domain. Potency, µM (top dose mostly 114 µM), without a hit: top-dose activity change, negative = inhibition, hits mostly inhibitors. AID 504339. AlphaScreen JMJD2A-Tudor / H3K4me3 peptide binding. 390,000 compounds, 4.4% hits; also: % is scaled to controls: 0 for no effect and ±100 for the full control effect; nearly all actives have a fitted effect of over 50% in size
BAZ2B block: blocks human BAZ2B; Q9UIF8; AlphaScreen BAZ2B-H3K14Ac peptide displacement; Potency, µM (highest dose often 114 µM), without a hit: top-dose activity change, negative = inhibition, hits mostly inhibitors; 360,000 compounds, 4.4% hits; AID 504333; also: % is scaled to controls: 0 for no effect and ±100 for the full control effect; nearly all actives have a fitted effect of over 60% in size
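Complex of BAZ2B and biotin-H3K14Ac (50 nM apiece) forms over 30 min at RT, then faces library compounds up to 110 uM for another 30 min; AlphaScreen beads added, 20 min dark incubation, luminescence read.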
APEX1 inh: blocks human APE1 abasic DNA cleavage; P27695; recombinant APE1, TAMRA/BHQ-2 abasic DNA cleavage fluorescence; Potency, µM (series often up to 65.8 µM), for the others: top-dose activity change, negative = inhibition, most hits filed as inhibitors; 350,000 compounds, 0.35% hits;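 also: plate controls were vehicle for no effect and reference inhibitor for full effect; nearly all actives have a fitted effect of over 55% in size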
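Incision of a quenched TAMRA/BHQ-2 THF abasic-site duplex (50 nM) by 0.75 nM APE1, after 15 min compound preincubation, measured as fluorescence increase over three 60 s reads. Values normalized to buffer, DMSO and NSC13755 control wells.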
Pol beta inh: blocks human DNA polymerase beta activity | P06746 | Pol beta primer extension/strand displacement, fluorescence kinetic | Potency, µM (titrated, usually from 114 µM), without a hit: at the highest dose activity change, negative = inhibition, usual class: inhibitors | 340,000 compounds, 1.3% hits | AID 485314; also: % is scaled to controls: 0 for no effect and ±100 for the full control effect
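Human Pol beta at 10 nM; strand-displacement substrate 50 nM final. Compound exposure 15 min at room temperature before start, reaction 10 min at room temperature.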
POLI inh: inhibitors of human DNA polymerase iota; 390,000 compounds, 1% hits; AID 588590; Pol iota fluorescent replication assay, 10 min; Potency, µM (doses to about 115 µM), for inactives: at the highest dose activity, negative = inhibition, actives largely listed as inhibitors
Target sequence (Q9UNA4 whole entry, looked up): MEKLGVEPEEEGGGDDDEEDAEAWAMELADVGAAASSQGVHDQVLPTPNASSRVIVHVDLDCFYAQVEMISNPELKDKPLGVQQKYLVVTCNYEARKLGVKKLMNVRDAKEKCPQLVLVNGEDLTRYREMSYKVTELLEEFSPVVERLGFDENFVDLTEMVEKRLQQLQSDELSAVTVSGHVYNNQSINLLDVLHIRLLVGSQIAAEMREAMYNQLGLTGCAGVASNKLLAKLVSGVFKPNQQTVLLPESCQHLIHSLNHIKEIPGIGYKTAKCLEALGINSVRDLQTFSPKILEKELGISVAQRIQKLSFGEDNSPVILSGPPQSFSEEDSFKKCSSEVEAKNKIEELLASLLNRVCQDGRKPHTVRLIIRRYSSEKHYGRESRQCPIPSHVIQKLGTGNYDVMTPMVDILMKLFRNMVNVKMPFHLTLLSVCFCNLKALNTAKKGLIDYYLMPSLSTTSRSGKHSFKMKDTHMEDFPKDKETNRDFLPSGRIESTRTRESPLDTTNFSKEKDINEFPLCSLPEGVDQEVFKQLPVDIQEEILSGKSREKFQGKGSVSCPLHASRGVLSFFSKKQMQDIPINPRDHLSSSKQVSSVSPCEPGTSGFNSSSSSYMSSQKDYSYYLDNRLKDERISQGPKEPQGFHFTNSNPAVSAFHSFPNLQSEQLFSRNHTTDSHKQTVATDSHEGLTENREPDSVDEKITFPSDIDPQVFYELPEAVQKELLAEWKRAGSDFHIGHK
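Pol iota at 10 nM preincubated 15 min with compounds at room temperature; reaction started with fluorescent substrate, 50 nM final. Fluorescence read kinetically at 0 and 10 min; buffer-only wells as negative control.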
G9a inh: blocks human histone lysine methyltransferase G9a; 350,000 compounds, 8.8% hits; AID 504332; G9a H3K9 monomethylation, AlphaScreen, 2 h; Potency, µM (top dose mostly 102 µM), for inactives: at the highest dose activity, negative = inhibition, most hits filed as inhibitors; Q96KQ7; also: % is scaled to controls: 0 for no effect and ±100 for the full control effect; nearly all actives have a fitted effect of over 75% in size
Target sequence (Q96KQ7 913-1193 limits assumed): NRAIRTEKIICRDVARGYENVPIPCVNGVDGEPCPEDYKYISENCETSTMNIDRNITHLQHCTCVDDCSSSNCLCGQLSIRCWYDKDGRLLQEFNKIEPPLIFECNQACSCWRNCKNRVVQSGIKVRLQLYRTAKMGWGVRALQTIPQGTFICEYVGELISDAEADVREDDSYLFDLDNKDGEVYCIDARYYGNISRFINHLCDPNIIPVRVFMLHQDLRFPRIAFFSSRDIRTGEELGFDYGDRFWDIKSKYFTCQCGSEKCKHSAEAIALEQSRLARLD
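Using a bead-based AlphaScreen, monomethylated H3K9 product from 2 h room-temperature reactions (G9a 20 nM, peptide 500 nM, SAM 20 uM) was detected with 0.5 ug/mL rabbit anti-H3K9me1 antibody.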
Pol kappa inh: inhibitors of human DNA polymerase kappa; Q9UBT6; purified Pol kappa, fluorescent DNA synthesis assay, 10 min; Potency, µM (highest dose often 107 µM), inactives show top-dose activity, negative = inhibition, hits mostly inhibitors; 400,000 compounds, 0.53% hits; also: % is scaled to controls: 0 for no effect and ±100 for the full control effect
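Pol kappa 10 nM + cpd, 15 min RT; start w/ substrate 50 nM final; fluorescence kinetic read, 0 and 10 min. Neg ctrl: buffer, no enzyme.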
BLM helicase inh: inhibitors of human Bloom syndrome helicase BLM | P54132 | recombinant BLM DNA unwinding, fluorescence dequenching | Potency, µM (top dose mostly 56.1 µM), inactives show top-dose activity change, negative = inhibition, actives largely listed as inhibitors | 350,000 compounds, 0.2% hits | AID 2528;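 also: plate controls were vehicle for no effect and no enzyme for full effect; nearly all actives have a fitted effect of over 35% in size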
* hit, by the source's call; ? = inconclusive; nt = not tested or not shown; & = joins results of further samples; [ ] = another dose, or the depositor's remark. Calls follow the shape of the dose curve; as a rule, active = well fitted curve in the direction sought with a large enough effect; inconclusive = small, poorly fitted or top-dose-only effect, or another doubt; inactive = no such curve, though single readings can be large; an effect the other way counts as inactive or inconclusive. Potency is read from the fitted curve at half-maximal effect.

SMILES	Pol eta inh	JMJD2A Tudor inh	BAZ2B block	APEX1 inh	Pol beta inh	POLI inh	G9a inh	Pol kappa inh	BLM helicase inh
O=S(=O)(c1cc(Cl)cc(Cl)c1)N1CCC2CC1c1cc(Cl)ccc12 (stereo not given)	-15%	40%[activator]	nt	nt	nt	9%	nt	-5%	nt
COc1ccc(Oc2nnc(-c3ccc(C)cc3)c3ccccc23)cc1	5%	-16%	9%	-2%	24%	-2%	17%[59 µM]	-5%	0%
CCC(c1nnnn1C1CCCC1)N1CCN(c2ccccc2F)CC1 (stereo not given)	-9%	-5%	-29%	6%	-27%	6%	-36%[12.7 µM]	3%	-1%
Cn1c(=O)[nH]c2sc3c(c2c1=O)CC(C)(C)OC3	-15%	13%	12%	2%	23%	-7%	14%[12.7 µM]	-11%	0%
O=C(NCc1cccnc1)c1c[nH]c2cc3c(cc2c1=O)OCCO3	-7%	2%	-1%	1%	0%	0%	6%[59 µM]	1%	3%
CCOc1ccc(NC(=O)C(=O)NCCN2CCN(S(=O)(=O)c3ccc(C)cc3)CC2)cc1	-7%	-20%	5%	-10%	-17%	70%[activator]	0%	-12%	-1%
O=C(CCc1nc2ccccc2c(=O)[nH]1)NCC(=O)Nc1ccc(F)c(F)c1	-7%	-10%	-4%	-5%	nt	27%	21%[59 µM]	-11%	nt
CCc1ccc(CNC(=O)CCCC(=O)n2nc(C)c3ccccc32)cc1	13%	-3%	-5%[57.1 µM]	-3%	9%	41%[activator]	?	-11%	-7%
Nc1nc(-c2ccccc2)cc(-c2ccccc2)n1	-2%	5%	4%	-16%	-3%	-11%	4%	-12%	-5%
Cc1ccc(S(=O)(=O)NC(=O)Nc2ccc(C)cc2C)cc1	-3%	-11%	-20%	46%[activator]	-7%	-26%	-21%	-1%	2%
COCCNC(=O)CSc1nc2ccc(N3CCOCC3)cc2c(=O)n1Cc1ccc(OC)cc1	-4%	-18%	-5%	-9%	4%	6%	6%	-21%	-4%
COc1ccc(C)cc1Nc1ncnc2c1c(-c1ccccc1)cn2-c1ccc(C)cc1	-15%	-13%	-19%	nt	-2%	-9%	-3%[59 µM]	-3%[60.1 µM]	-3%

Of the compounds above, 5 contain sulfur:
SMILES	Pol eta inh	JMJD2A Tudor inh	BAZ2B block	APEX1 inh	Pol beta inh	POLI inh	G9a inh	Pol kappa inh	BLM helicase inh
O=S(=O)(c1cc(Cl)cc(Cl)c1)N1CCC2CC1c1cc(Cl)ccc12 (stereo not given)	-15%	40%[activator]	nt	nt	nt	9%	nt	-5%	nt
Cn1c(=O)[nH]c2sc3c(c2c1=O)CC(C)(C)OC3	-15%	13%	12%	2%	23%	-7%	14%[12.7 µM]	-11%	0%
CCOc1ccc(NC(=O)C(=O)NCCN2CCN(S(=O)(=O)c3ccc(C)cc3)CC2)cc1	-7%	-20%	5%	-10%	-17%	70%[activator]	0%	-12%	-1%
Cc1ccc(S(=O)(=O)NC(=O)Nc2ccc(C)cc2C)cc1	-3%	-11%	-20%	46%[activator]	-7%	-26%	-21%	-1%	2%
COCCNC(=O)CSc1nc2ccc(N3CCOCC3)cc2c(=O)n1Cc1ccc(OC)cc1	-4%	-18%	-5%	-9%	4%	6%	6%	-21%	-4%

The list goes on.
SMILES	Pol eta inh	JMJD2A Tudor inh	BAZ2B block	APEX1 inh	Pol beta inh	POLI inh	G9a inh	Pol kappa inh	BLM helicase inh
O=C(CN1C(=O)CCC1=O)Nc1nc(-c2ccccn2)cs1	-23%	25µM*	5.6µM*	-2%	27%	?	15%	-13%	2%
Cc1ccc2nc(N3CCN(C)CC3)c(C#N)cc2c1	-18%	20%[57.1 µM]	-17%	0%	-1%	-10%	?	-4%	86%[activator]
CCCCCOc1ccc(NC(=O)C2OC3OC(C)(C)OC3C3OC(C)(C)OC23)cc1 (stereo not given)	-14%	-8%	-16%	4%	-3%	50%[activator]	12%[59 µM]	-3%	-1%
CCc1nc2sc3c(N4CCC(C)CC4)ncnc3c2c2c1CCCC2	-7%	-12%	2%	nt	-17%	14%	-22%[59 µM]	-18%	0%
CC(C)(C)OC(=O)N1CCC2(CC1)Oc1ccc(F)cc1C(=O)C21CC(c2ccccc2)=NO1 (stereo not given)	-21%	-21%	nt	nt	nt	?	nt	-9%	nt
CC(=O)Nc1ccc(C(=O)CSc2nnc3scc(-c4ccccc4)n23)cc1	-6%	-13%	-39%	-1%	-9%	?	-24%[59 µM]	-6%	-3%
Cc1cccc(C(=O)O/N=C(\N)c2ccc(Cl)cc2)c1	0%	4%	1%	-1%	13%	-15%	13%	-6%	-4%
O=C(C/C(=N/O)c1ccccc1O)C(F)F	-16%	4%	-34%	-3%	24%	-15%	?	3%	2%
CC1CCN(c2c(NCC3CCC(C(=O)NC4CCCCCC4)CC3)c(=O)c2=O)CC1 (stereo not given)	-17%	-18%	16%	1%	15%	58%[activator]	3%	-6%	8%
S=C1NC[C@H](CC2CCCCC2)N1CC1CCCCC1	-25%	-34%	?	12%	4%	-15%	9%[59 µM]	-9%	-11%
Cc1cccc(CNC(=O)C2CCC(=O)N(C3CC3)C2)c1 (stereo not given)	-7%	3%	-1%	1%	32%	12%	26%	6%	-1%
COc1ccc(S(=O)(=O)NCc2ccccn2)c(C)c1C	-17%	10%	12%	-6%	61%	54%[activator]	nt	6%	1%
Oc1ccccc1N1CCN(c2ncnc3scc(-c4ccc(F)cc4)c23)CC1	-13%	-36%	-28%	-22%	4%	?	?	-9%	-16%
O=C(CCn1c(=O)[nH]c2ccccc2c1=O)NCCSCc1ccccc1	-22%	-3%	14%	1%	6%	149%[activator]	6%	5%	0%
CCC(C)N1CCC(Oc2ccc(C(=O)NCc3ccccn3)cc2)CC1 (stereo not given)	-9%	-1%	-14%	-4%	4%	-7%	nt	-9%	0%
CC1CCCCC1NC(=O)C1CCN(S(=O)(=O)c2ccc3c(c2)CCC(=O)N3)CC1 (stereo not given)	1%	-18%	16%	15%	1%	13%	?	-18%	-2%
Cc1cc(C)c2nc(/N=C(\N)NC(=O)Nc3ccccc3)nc(C)c2c1	-3%	-31%	-25%	-2%	-17%	0%	-4%[59 µM]	-4%	39%[activator]
COc1ccc(CCNC(=O)Cn2nnc(C(=O)Nc3cccc(C)c3C)c2N)cc1OC	-19%	-14%	-12%	-15%	8%	1%	20%	-13%	0%
CC(=O)Nc1ccc(S(=O)(=O)Nc2nc3ccccc3nc2Nc2ccccc2)cc1	-19%	-12%	-39%	2%	0%	-7%	?	-10%	0%
C/C(=N\Nc1ccc([N+](=O)[O-])cc1[N+](=O)[O-])C(C)(C)C(C(=O)O)C(=O)O	-7%	22µM*	?	5%	49%	72%[activator]	?	-7%	3%
COc1ccccc1NS(=O)(=O)c1cc(NC(=O)c2cccs2)ccc1N1CCOCC1	-10%	-22%	-5%	-4%	0%	-39%	2%[12.7 µM]	0%	-10%
CCc1nn(CC(=O)NCCc2ccc(OC)cc2OC)c(=O)c2cc3occc3n12	-18%&-4%	-18%&-11%	-18%&-1%	10%	13%&23%	51%&10%	14%	-3%&-13%	3%&0%
CCOC(=O)c1cc(-c2c(Cl)cccc2Cl)no1	-10%	58%[activator]	24%	3%	1%	-18%	216%[activator]	-31%	-4%
Cc1ccc2c(=O)c(C(=O)c3cccc(Cl)c3)cn(CC(=O)NCc3ccc(F)cc3)c2n1	-16%	-5%	1%	nt	-14%	11%	15%[59 µM]	-7%	-9%
Cc1cccc(C(=O)NC(=S)NNC(=O)c2ccc(Cl)cc2)c1	-21%	-18%	2%	-5%	3%	24%	40µM*	-7%	-3%
Cn1c(=O)c(=O)n(C)c2cc(S(=O)(=O)N3CCCC3C(=O)Nc3cccc(F)c3)ccc21 (stereo not given)	-6%	-11%	-1%	nt	18%	18%	-29%[59 µM]	-7%	-2%
COc1ccc(Cl)cc1NC(=O)C1CC(c2ccccc2O)=NO1 (stereo not given)	2%	-15%	3%	20%	45%	147%[activator]	?	-11%	-3%
COc1ccc(OC)c(NC(=O)COC(=O)CCc2nc3ccccc3c(=O)[nH]2)c1	-10%	-8%	nt	-9%	nt	88%[activator]	nt	-12%	nt
O=C(Cn1nc(-c2ccc(Cl)cc2)c2ccccc2c1=O)Nc1cccc(C(F)(F)F)c1	-17%	-13%	6%	nt	-20%	?	-3%[59 µM]	-28%	-10%
COc1ccc(CN(Cc2ccc(C(=O)O)cc2)C(=S)Nc2ccccc2Cl)cc1OC	-20%	-9%	-16%	1%	5%	3%	-15%	5%	2%
COCC(=O)N(C)c1nnc(-c2cnc(C)cn2)s1	1%	-8%	-6%	-4%	5%	-1%	9%[0.0925 µM]	-11%	2%
CCc1ccc([C@@H]2CC=C(C(=O)O)CN2S(=O)(=O)c2ccc(C)cc2)cc1	-10%	-6%	-4%	-1%	nt	-8%	-1%[2.33 µM]	-5%	nt
CCCOc1ccc(CC2CCC(=O)NC2=O)cc1 (stereo not given)	-7%	4%	-22%	1%	-1%	4%	27%[59 µM]	4%[60.1 µM]	-1%
COc1ccc(C(=O)c2sc3nc(-c4ccccc4)ccc3c2N)cc1	-24%	14%	11%	-1%	1%	2%	?	-17%	-6%
CCCc1nc2c([nH]1)C(c1cccnc1)C(C#N)=C(N)O2 (stereo not given)	-13%	-5%	6%	-1%	11%	-3%	4%[59 µM]	-3%	0%
Cc1ccc2c(c1)C(=O)C(=O)N2CC(=O)Nc1ccc(N2CCOCC2)cc1	-12%	-34%	-26%	8%	-2%	?	-43%	-22%	-2%
O=C1Cc2ccccc2C(=O)N1c1ccc(F)cc1Cl	-14%	-23%	-12%	3%	0%	44%[activator]	50µM*	3%	-7%
COc1ccc(CNC(=O)CN(Cc2ccco2)C(=O)CNS(=O)(=O)c2ccc(C)cc2)cc1	-17%	-19%	-10%	22%[12.4 µM]	10%	19%	16%[59 µM]	-11%	1%
COc1ccc(OC)c(-c2cc(C(=O)NC3CCCC3)c3ccccc3n2)c1	-16%	-21%	-10%	20%	-1%	-9%	44%	-10%	-4%
O=C(Nc1ccc(S(=O)(=O)N2CCCCC2)cc1)c1ccc(Cl)nc1	-11%	-13%	nt	-29%	nt	-14%	nt	-11%	nt
CCCOc1ccc(C(=O)ON=C2CCN(C)CC2)cc1	-22%	-8%	-13%	11%	2%	-21%	?	0%[60.1 µM]	-4%
COC(=O)c1cc(-c2cccc(OC)c2)c2c(=O)[nH]c(=O)n(C)c2n1	-22%	-15%	-4%	-4%	52%	-5%	12%	-12%	-3%
COc1cc(Br)cc(CN2CCN(C=O)CC2)c1O	-8%	-15%	?	-1%	-4%	?	?	-9%	-1%

These rows are one share of the data; rates above refer to the full screens.
